DTT redox prof – compounds producing H2O2 with reducing agent – biochemical, NIH compound library profiling, artefact control for MLSCN library redox annotation, primary screen. DTT-dependent redox cycling H2O2, phenol red/HRP absorbance; 100% = 100 µM peroxide control, 0% = buffer. activation, % at 10 µM. 200,000 tested, 0.03% active. AID 878;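 active = activation of at least 50% relative to the plate's high and low controls in the primary single-dose screen; inactive = activation below 50%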;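 also: compound incubated with DTT at 0.8 mM final as the reducing agent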
PPARg SRC-3 ag – promotes SRC-3 coactivator recruitment by human PPARgamma; P37231; biochemical PPARgamma/SRC-3 coactivator recruitment assay; activation, % at 8 µM; 200,000 tested, 0.26% active; in the data active = activation above about 23%;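 also: 0% = DMSO and 100% = reference agonist; some compounds past the cut are filed as inactive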
S1P3 antagonist – blocks the human S1P3 receptor; Q99500; CHO S1P3 NFAT-BLA reporter, FRET fluorescence, antagonist mode; inhibition, % at 4.98 µM; 170,000 tested, 0.27% active; AID 485;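 active = inhibition above the plate cutoff, the mean inhibition of test wells on that plate plus 3 SD, cut at about 28% in these data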;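 also: cells challenged with S1P at its EC80 of 0.8 µM; blue over green emission ratio from cleaved BLA substrate after 4 h stimulation; 0% = S1P-stimulated wells and 100% = unstimulated DMSO-only wells; some compounds past the cut are filed as inactive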
bIAP inh – intestinal alkaline phosphatase (bovine) inhibition. purified bovine IAP, CDP-star luminescence, 30 min. inhibition, % at 20 µM. 190,000 tested, under 10 active. AID 1019;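 active = over 50% inhibition of intestinal alkaline phosphatase at 20 µM in the single-dose screen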
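System: Purified bovine intestinal alkaline phosphatase (IAP) enzyme | Input: IAP diluted 1/65,000,000 in the well | Also added: CDP-star chemiluminescent phosphatase substrate, 30 µM final | Dosing: 20 µM single dose | Times: Enzyme reaction for 30 min at room temperature | Detection: Luminescence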
TLR4 MyD88 comp – TLR4-MyD88 interaction inhibition in cells; O00206+Q99836; HeLa CL3-4 TLR4/MyD88 BLA complementation, FRET ratio; inhibition, % at 8.4 µM; 200,000 tested, 0.18% active; AID 861; in the data active = inhibition above about 25%;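 also: 0% = vehicle and 100% = reference inhibitor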
Target sequence (O00206 whole entry, looked up): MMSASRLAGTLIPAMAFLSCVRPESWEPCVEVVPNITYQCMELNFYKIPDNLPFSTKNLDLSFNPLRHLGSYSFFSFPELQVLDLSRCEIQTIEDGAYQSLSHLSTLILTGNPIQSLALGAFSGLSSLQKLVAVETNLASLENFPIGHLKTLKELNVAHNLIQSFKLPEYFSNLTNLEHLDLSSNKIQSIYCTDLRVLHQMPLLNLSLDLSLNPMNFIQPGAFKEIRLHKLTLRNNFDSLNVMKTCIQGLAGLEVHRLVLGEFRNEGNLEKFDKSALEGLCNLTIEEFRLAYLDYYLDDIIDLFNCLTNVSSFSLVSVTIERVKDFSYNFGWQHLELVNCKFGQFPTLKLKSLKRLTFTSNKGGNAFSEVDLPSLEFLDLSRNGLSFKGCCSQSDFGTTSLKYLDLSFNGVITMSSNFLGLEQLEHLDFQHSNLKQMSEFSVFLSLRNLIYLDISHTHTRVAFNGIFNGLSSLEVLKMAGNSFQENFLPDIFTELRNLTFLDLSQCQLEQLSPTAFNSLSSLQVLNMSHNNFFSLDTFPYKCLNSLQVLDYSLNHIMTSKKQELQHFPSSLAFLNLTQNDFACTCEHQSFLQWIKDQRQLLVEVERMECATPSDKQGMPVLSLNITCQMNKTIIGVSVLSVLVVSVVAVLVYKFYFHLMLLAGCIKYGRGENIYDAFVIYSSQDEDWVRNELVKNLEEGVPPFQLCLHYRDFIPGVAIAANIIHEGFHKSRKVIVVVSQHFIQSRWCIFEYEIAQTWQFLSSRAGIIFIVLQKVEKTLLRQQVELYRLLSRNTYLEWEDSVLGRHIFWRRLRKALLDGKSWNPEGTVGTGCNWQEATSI
Target sequence (Q99836 whole entry, looked up): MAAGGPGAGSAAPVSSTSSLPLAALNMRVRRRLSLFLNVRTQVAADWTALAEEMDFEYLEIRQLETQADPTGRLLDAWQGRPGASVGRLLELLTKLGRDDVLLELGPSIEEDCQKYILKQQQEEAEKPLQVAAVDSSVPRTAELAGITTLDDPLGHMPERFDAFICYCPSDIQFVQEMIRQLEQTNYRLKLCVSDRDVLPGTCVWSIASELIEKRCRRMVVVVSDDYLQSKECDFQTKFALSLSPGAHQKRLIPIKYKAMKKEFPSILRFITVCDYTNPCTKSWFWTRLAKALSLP
ROMK mod – human ROMK K+ channel modulation, primary screen; P48048; Tet-inducible ROMK, thallium flux fluorescence; actives lie on both sides; B-score at 10 µM; 130,000 tested, 2% active;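 active = signal ratio slope over the read window, or its plate-corrected B-score, at least 3 SD from the plate mean, either direction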;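 also: B-score of the F/F0 ratio slope over 7 to 12 s after thallium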
PPARg SRC2 recr – agonists of SRC-2 recruitment by human PPARgamma. P37231. AID 1032. activation, % at 8 µM. 200,000 tested, 0.34% active. PPARgamma LBD-SRC-2 recruitment, biochemical; in the data active = activation above about 22%;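 also: 0% = vehicle and 100% = reference agonist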
TR-FRET SRC-2 ct – TR-FRET artefact, counter-screen to PPARgamma/SRC-2 agonist assay; active compounds read high; TR-FRET ratio at 8 µM; 200,000 tested, 0.4% active; AID 1049; in the data active = TR-FRET ratio above about 2000; also: inactives centre near 1500; reference of the scale not given here
L major viab – inhibitors of Leishmania major promastigote growth; Leishmania major promastigotes, resazurin fluorescence viability; AID 1063; inhibition, % at 10 µM; 200,000 tested, 9% active; in the data active = inhibition above about 50%;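 also: promastigotes grown with compound for 44 hours at 28 °C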
PPARg SRC-1 ag – PPARgamma-driven SRC-1 recruitment agonism. P37231. PPARgamma-SRC-1 coactivator recruitment biochemical assay. activation, % at 8 µM. 200,000 tested, 0.41% active. AID 631; in the data active = activation above about 19%;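 also: 0% = DMSO and 100% = reference agonist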
bIAP activator – intestinal alkaline phosphatase (bovine) activation; purified bovine IAP, CDP-star luminescence, 30 min; active compounds read high; fold of DMSO-control signal, blank-subtracted; activation factor at 20 µM; 200,000 tested, 0.17% active;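 active = activation factor of 2 or more at 20 µM, a signal rise over negative controls twice the positive control's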
* = called active by the depositor; · = not tested or not shown.

(1) CC(=O)Nc1ccc(N(C(=O)Cn2nnc3ccccc32)C(C(=O)NC2CCCC2)c2ccc(O)c(O)c2)cc1 (stereo not given)
(2) COc1ccc(-c2nnc(SCC(=O)Nc3sc4c(c3C#N)CCCC4)n2-c2ccccc2)cc1
(3) Cc1ccccc1-n1c(-c2ccc(=O)[nH]n2)n[nH]c1=S
(4) COc1ccc2nc(/C=N/NC(=O)[C@H](C)NC(=O)OC(C)(C)C)ccc2c1
(5) CC(C)Oc1ccccc1OCCCOc1cccc2cccnc12

Assay by compound	1	2	3	4	5
DTT redox prof	-0.6	1.4	-0.2	0.0	-0.5
PPARg SRC-3 ag	4	4	5	1	3
S1P3 antagonist	2	·	8	-2	-10
bIAP inh	-4	7	6	0	-3
TLR4 MyD88 comp	3	-4	-3	2	3
ROMK mod	-0.71	·	0.48	0.93	-0.1
PPARg SRC2 recr	6	6	-1	-5	0
TR-FRET SRC-2 ct	1629	1699	1505	1789	1702
L major viab	2	-3	-6	46	23
PPARg SRC-1 ag	8	1	7	-6	7
bIAP activator	1	0.9	0.9	1	1

(6) CC(Oc1ccc(Br)cc1)C(=O)Nc1ccncc1 (stereo not given)
(7) O/N=C/c1cc(Br)ccc1OCc1ccccc1F
(8) Cc1ccc(N(CC(=O)N/N=C/c2cc(C)n(-c3ccccc3)c2C)S(C)(=O)=O)c(C)c1
(9) CCN1CCN(c2ncc(C(=O)Nc3c(F)cc(F)cc3Br)c3ccccc23)CC1
(10) CCN(C(=O)CSc1nnnn1-c1ccccc1)C1CCS(=O)(=O)C1 (stereo not given)

Assay by compound	6	7	8	9	10
DTT redox prof	-0.5	3.0	-1.4	0.1	-0.6
PPARg SRC-3 ag	-2	11	-1	4	-1
S1P3 antagonist	-11	·	·	4	-1
bIAP inh	3	·	-21	3	-6
TLR4 MyD88 comp	4	-14	11	-10	-3
ROMK mod	1.7	·	2.4	-0.41	0.66
PPARg SRC2 recr	-1	-1	-3	0	6
TR-FRET SRC-2 ct	1383	1684	1484	1630	1608
L major viab	9	100*	5	2	-6
PPARg SRC-1 ag	-8	5	-1	0	-1
bIAP activator	1	·	1.2	1	1.1

(11) CCN(CCCNC(=O)COc1cc(=O)n(C)c2ccccc12)c1ccccc1
(12) COc1cccc(/C=N/NC(=O)CNC(=O)C2COc3ccccc3O2)c1O (stereo not given)
(13) CC(=O)Nc1cccc(NS(=O)(=O)c2ccccc2[N+](=O)[O-])c1
(14) N/C(=N\OC(=O)CC1CCCCC1)c1cccnc1
(15) C/C(CC(=O)Nc1ccc(F)cc1)=N\NC(=O)Cc1csc(N)n1

Assay by compound	11	12	13	14	15
DTT redox prof	1.7	0.5	-0.7	-3.6	0.5
PPARg SRC-3 ag	-13	0	1	-1	0
S1P3 antagonist	-1	-4	-18	·	2
bIAP inh	-1	12	-11	9	-55
TLR4 MyD88 comp	14	-10	12	4	-7
ROMK mod	-0.045	·	1.5	·	·
PPARg SRC2 recr	1	2	8	-1	-5
TR-FRET SRC-2 ct	1463	1571	1647	1379	1548
L major viab	65*	-2	-1	33	-4
PPARg SRC-1 ag	-4	-4	7	-6	-2
bIAP activator	1	0.9	1.1	0.9	1.5

(16) Cc1ccc(NC2OC(CO)C(O)C2O)cc1[N+](=O)[O-] (stereo not given)
(17) CCOC(=O)c1ccccc1OCc1cc(/C=N/n2cnnc2)ccc1OC
(18) Cc1c(C=O)c(=O)n(-c2ccccc2)n1-c1ccccc1
(19) COc1ccc(C(=O)NNC(=O)CN2CCC(n3nnc4cc(F)ccc43)CC2)cc1
(20) CCCn1c(C(O)c2ccc(OC)cc2)nc2ccccc21 (stereo not given)

Assay by compound	16	17	18	19	20
DTT redox prof	-0.6	2.6	-0.2	0.2	1.0
PPARg SRC-3 ag	0	-3	-1	0	0
S1P3 antagonist	-3	·	-9	3	·
bIAP inh	16	4	-36	7	22
TLR4 MyD88 comp	0	-5	-5	8	-4
ROMK mod	1.3	·	0.0079	-0.51	·
PPARg SRC2 recr	4	-9	-3	-7	-5
TR-FRET SRC-2 ct	1624	1454	1422	1386	1550
L major viab	-6	-6	-3	50*	3
PPARg SRC-1 ag	3	-6	-10	-2	-6
bIAP activator	0.8	1	1.4	0.9	0.8

(21) O=C(NCc1ccccn1)Nc1ccccc1
(22) O=C(Nc1cccc(F)c1)c1cc(S(=O)(=O)N2CCOCC2)cs1
(23) COc1ccc(S(=O)(=O)c2c(N)n(Cc3ccco3)c3nc4ccccc4nc23)cc1
(24) Cc1cccc(NC(=O)COC(=O)CNC(=O)C2CCCCC2)c1
(25) Cc1sc2nc(CN(Cc3ccccc3)C(=O)NC3CCCCC3)[nH]c(=O)c2c1C

Assay by compound	21	22	23	24	25
DTT redox prof	-0.8	-0.5	2.3	0.2	0.1
PPARg SRC-3 ag	-3	-1	2	-5	16
S1P3 antagonist	6	-11	15	·	·
bIAP inh	-9	3	8	8	·
TLR4 MyD88 comp	5	9	-1	1	1
ROMK mod	·	-0.93	-2.7	0.018	-2.1
PPARg SRC2 recr	6	-4	7	8	8
TR-FRET SRC-2 ct	1475	1412	1475	1510	1647
L major viab	-7	-6	72*	-3	20
PPARg SRC-1 ag	-2	8	-1	3	2
bIAP activator	1.1	1	0.9	0.9	·

Only PPARg SRC-3 ag, for some of the entries so far:
No.	SMILES	PPARg SRC-3 ag
6	CC(Oc1ccc(Br)cc1)C(=O)Nc1ccncc1 (stereo not given)	-2
7	O/N=C/c1cc(Br)ccc1OCc1ccccc1F	11

Single records, as listed above. Values in the order: DTT redox prof | PPARg SRC-3 ag | S1P3 antagonist | bIAP inh | TLR4 MyD88 comp | ROMK mod | PPARg SRC2 recr | TR-FRET SRC-2 ct | L major viab | PPARg SRC-1 ag | bIAP activator
`CCN1CCN(c2ncc(C(=O)Nc3c(F)cc(F)cc3Br)c3ccccc23)CC1` across the screens: 0.1 | 4 | 4 | 3 | -10 | -0.41 | 0 | 1630 | 2 | 0 | 1
`Cc1cccc(NC(=O)COC(=O)CNC(=O)C2CCCCC2)c1` across the screens: 0.2 | -5 | · | 8 | 1 | 0.018 | 8 | 1510 | -3 | 3 | 0.9

Other results follow.
(26) CN(Cc1ccccc1)c1nc(N)c([N+](=O)[O-])c(Nc2cccc(F)c2)n1
(27) CCN(CC)c1ccc(N2C(=O)C3CCCCC3C2=O)cc1[N+](=O)[O-] (stereo not given)
(28) O=C(NCCCn1ccnc1)c1ccncc1
(29) Cc1cc(C)nc(NC(=O)Nc2ccccc2C(F)(F)F)n1
(30) O=C(CSCC(=O)NC1CC1)Nc1ccc2ccccc2c1

Assay by compound	26	27	28	29	30
DTT redox prof	0.3	0.1	1.1	-2.5	0.9
PPARg SRC-3 ag	6	3	-9	3	18
S1P3 antagonist	·	-5	3	9	·
bIAP inh	·	21	1	-1	4
TLR4 MyD88 comp	0	1	4	0	3
ROMK mod	0.77	-0.31	·	·	·
PPARg SRC2 recr	11	-1	-8	-2	4
TR-FRET SRC-2 ct	1560	1614	1432	1546	1610
L major viab	11	46	0	36	20
PPARg SRC-1 ag	1	0	7	-4	-4
bIAP activator	0.4	0.8	1	1	1

(31) COc1ccc(CCc2nnc(CCC(=O)NCc3cc(C(C)C)no3)o2)cc1
(32) O=C(NC(=S)Nc1ccccc1N1CCCCC1)c1ccc(-c2cccc([N+](=O)[O-])c2)o1
(33) CC(=O)Nc1ccc(S(=O)(=O)c2c(N)n(CCN3CCOCC3)c3nc4ccccc4nc23)cc1
(34) COc1ccc(OC)c(Nc2nnc(C)c(=O)[nH]2)c1
(35) CCOC(=O)c1cc2sccc2n1CC(=O)OC(C)C

Assay by compound	31	32	33	34	35
DTT redox prof	1.6	0.2	-2.0	-1.4	1.3
PPARg SRC-3 ag	5	9	5	6	6
S1P3 antagonist	-6	·	·	11	9
bIAP inh	5	0	-6	0	0
TLR4 MyD88 comp	2	-4	5	8	9
ROMK mod	0.035	·	·	0.26	-0.042
PPARg SRC2 recr	3	5	11	-3	5
TR-FRET SRC-2 ct	1570	1480	1550	1416	1373
L major viab	-6	6	-5	-3	27
PPARg SRC-1 ag	10	5	10	2	12
bIAP activator	0.9	1	1.1	1	1

(36) CCCCCC(=O)NC(=S)NNC(=O)CC
(37) O=C(CCS(=O)(=O)c1ccc(Br)cc1)Nc1ccc(Cl)cc1F
(38) CCC1(CC)NC(=O)N(CC(=O)Nc2sc3c(c2C(N)=O)CCC3)C1=O
(39) COCCn1c(CN(C)Cc2ccccc2)nc2c1c(=O)n(C)c(=O)n2C
(40) CC(C)(C)SCCNC(=O)CN(c1ccc(F)cc1)S(=O)(=O)c1ccccc1

Assay by compound	36	37	38	39	40
DTT redox prof	0.1	-0.4	-0.5	-1.2	-1.8
PPARg SRC-3 ag	3	1	-10	-12	2
S1P3 antagonist	·	-5	-27	-18	2
bIAP inh	-27	12	0	3	-4
TLR4 MyD88 comp	6	12	17	1	-21
ROMK mod	1.9	1.3	0.57	·	·
PPARg SRC2 recr	2	0	-5	4	-2
TR-FRET SRC-2 ct	1630	1533	1662	1564	1510
L major viab	-6	-4	-2	-8	23
PPARg SRC-1 ag	-1	-2	7	1	14
bIAP activator	1.3	0.9	1	1	1

(41) Nc1c2c3c(sc2nc(=O)n1N)CCCC3
(42) COC(=O)c1cc(C(C)=O)c(C)[nH]c1=O
(43) CN(C)S(=O)(=O)N1CCN(CC(=O)Nc2cc(Cl)ccc2Cl)CC1
(44) N#Cc1c(Oc2ccc3ccccc3c2)sc(C(=O)c2ccccc2)c1N
(45) CCOC(=O)c1c(-c2cccs2)csc1N
(46) CNC(=S)N(Cc1ccco1)Cc1cc2cc(OC)c(OC)cc2[nH]c1=O
(47) CC(Nc1cccc2ccccc12)C(=O)N/N=C/c1ccccn1 (stereo not given)
(48) O=C(O)c1[nH]nc2c1COc1ccccc1-2

Assay by compound	41	42	43	44	45	46	47	48
DTT redox prof	0.3	0.4	2.0	-9.6	-0.6	-0.5	-0.3	2.0
PPARg SRC-3 ag	4	5	-9	1	8	0	1	4
S1P3 antagonist	-10	-16	5	·	-4	-12	·	0
bIAP inh	-5	4	4	16	4	3	-51	·
TLR4 MyD88 comp	-11	-2	3	0	0	-5	-3	-7
ROMK mod	·	1.3	·	·	-0.19	-0.2	-1.1	·
PPARg SRC2 recr	7	2	-5	10	4	3	-2	0
TR-FRET SRC-2 ct	1581	1547	1496	1581	1642	1617	1480	1246
L major viab	-6	-6	1	44	-10	6	7	-2
PPARg SRC-1 ag	3	-2	-4	6	9	2	-3	-8
bIAP activator	1	1	1	0.8	1	1	1.5	0.2

Assay outcomes from PubChem.
